# Bcl-xL primary: inhibitors of human Bcl-xL | 320,000 tested, 0.7% active | GST-Bcl-xL / FITC-Bim BH3 peptide fluorescence polarization | Q07817 | inhibition, % at 10.9 µM;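 active = inhibition above the mean of all tested compounds plus 3 SD, cutoff set per campaign, cut at about 30% in these data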;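 also: 0% = DMSO wells and 100% = unlabeled Bim-BH3 peptide competitor; inhibitors lower millipolarization by displacing the labeled peptide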
# AGP1-GFP MLPCN: alters AGP1-GFP fluorescence in TOR pathway yeast screen | AID 2066 | 320,000 tested, 0.02% active | S. cerevisiae AGP1-GFP multiplex flow cytometry, 3 h; GFP as percent of DMSO wells | GFP response vs DMSO, % at 10 µM;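 active = GFP response relative to DMSO above a set limit, near screen average plus 3 SD, cut at about 150% in these data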;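 also: median GFP channel fluorescence of the gated AGP1 strain per well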
# CIT2 TOR yeast: alters CIT2-GFP fluorescence in TOR pathway yeast screen. 320,000 tested, 0.065% active. S. cerevisiae CIT2-GFP strain, flow cytometry, 3 h; 100 means same as DMSO wells. GFP response vs DMSO, % at 10 µM. AID 2029;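 active = GFP response relative to DMSO above a set limit, near the screen mean plus 3 SD, cut at about 150% in these data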;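 also: ratio of well median GFP fluorescence to mean of DMSO wells on the plate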
# VLA-4 inh: inhibition in a human VLA-4 binding assay; P13612; VLA-4 expressing cells, ligand binding flow cytometry; inhibition, % (about 7 µM as worked out from the volumes in the protocol); 330,000 tested, 0.2% active; in the data active = inhibition above about 50%
# CR mimetic SO: yeast age-related superoxide inhibition as caloric restriction mimetic. S. cerevisiae aged cells, superoxide DHE fluorescence; active compounds read low. superoxide response (% of plate mean), % at 10 µM. 330,000 tested, 0.18% active;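 active = superoxide response under a set limit, about three screen SD below normal, cut at about 65% in these data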;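 also: yeast aged for seven days with compound at 30 °C before DHE staining; 100% = average MFI of all compound-treated wells on the plate with controls excluded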
# MEX-5 binding: C. elegans MEX-5 TCR-2 RNA binding activity; Q9XUB2; MEX-5/FITC-TCR2 RNA binding, fluorescence polarization; active compounds read low; activity score (negative = inhibition of binding), % at 10 µM; 300,000 tested, 0.38% active; AID 1832;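 active = inhibition past about -25% in most replicates, and total fluorescence under double the plate's negative control median, limit read from the data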;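 also: 0% = DMSO and -100% = 5 µM competing unlabeled TCR2 RNA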
# Target sequence (Q9XUB2 whole entry, looked up): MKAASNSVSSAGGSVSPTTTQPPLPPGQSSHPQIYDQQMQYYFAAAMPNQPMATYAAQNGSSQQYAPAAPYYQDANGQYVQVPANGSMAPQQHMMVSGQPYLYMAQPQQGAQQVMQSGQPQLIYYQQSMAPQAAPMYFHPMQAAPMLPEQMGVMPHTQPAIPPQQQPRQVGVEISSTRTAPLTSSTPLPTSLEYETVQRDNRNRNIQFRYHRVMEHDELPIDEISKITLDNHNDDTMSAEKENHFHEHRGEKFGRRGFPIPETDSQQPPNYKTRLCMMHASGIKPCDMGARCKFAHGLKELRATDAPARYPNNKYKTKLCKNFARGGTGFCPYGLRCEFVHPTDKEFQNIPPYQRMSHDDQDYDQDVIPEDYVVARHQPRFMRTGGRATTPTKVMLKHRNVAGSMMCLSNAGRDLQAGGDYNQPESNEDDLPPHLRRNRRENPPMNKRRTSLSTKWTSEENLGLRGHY
# GRK2 aptamer HTS: human GRK2 inhibition via aptamer displacement | bead flow cytometry, FAM-aptamer displacement from GRK2 | inhibition of aptamer binding, % at 10 µM | 330,000 tested, 0.59% active;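 active = inhibition of aptamer binding above 40%, roughly 3 SD of noise, on plates passing a quality check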;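 also: median bead fluorescence of bound FAM aptamer so fluorescent compounds give negative values; no value below 0 was filed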
# MCL1 BIM primary: disrupts human MCL1 binding to BIM-BH3 peptide. Q07820. GST-MCL1 / FITC-Bim-BH3 fluorescence polarization. inhibition, % at 10.9 µM. 320,000 tested, 0.68% active. AID 2057;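 active = inhibition above the mean inhibition of all tested compounds plus 3 SD, set per campaign, cut at about 40% in these data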;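 also: 0% = DMSO wells and 100% = unlabeled Bim-BH3 peptide control; higher means more loss of mP so more displacement of Bim peptide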
# GLD-1 RNA inh: GLD-1-TGE RNA interaction inhibition (C. elegans); purified GLD-1 + fluorescein TGE RNA, fluorescence polarization; Q17339; inhibition, % at 5.96 µM; 320,000 tested, 0.44% active;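 active = percent inhibition above a per-plate cutoff, the plate mean of test compounds plus 3 SD, cut at about 30% in these data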;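 also: 0% = DMSO wells with GLD-1 and probe and 100% = wells lacking GLD-1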
# Target sequence (Q17339 whole entry, looked up): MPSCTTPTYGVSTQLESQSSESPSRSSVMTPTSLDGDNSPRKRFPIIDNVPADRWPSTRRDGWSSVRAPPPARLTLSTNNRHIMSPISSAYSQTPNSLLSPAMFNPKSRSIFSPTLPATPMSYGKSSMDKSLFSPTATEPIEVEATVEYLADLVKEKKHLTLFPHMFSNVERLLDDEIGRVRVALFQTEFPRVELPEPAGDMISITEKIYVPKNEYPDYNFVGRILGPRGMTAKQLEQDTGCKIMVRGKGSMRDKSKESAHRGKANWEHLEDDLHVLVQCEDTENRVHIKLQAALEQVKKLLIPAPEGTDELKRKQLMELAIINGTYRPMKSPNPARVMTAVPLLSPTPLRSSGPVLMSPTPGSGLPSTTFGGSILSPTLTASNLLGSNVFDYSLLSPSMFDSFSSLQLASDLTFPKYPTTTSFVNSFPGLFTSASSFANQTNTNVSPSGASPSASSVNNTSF
# The depositor's hits bear a star; x = no result given.
SMILES,Bcl-xL primary,AGP1-GFP MLPCN,CIT2 TOR yeast,VLA-4 inh,CR mimetic SO,MEX-5 binding,GRK2 aptamer HTS,MCL1 BIM primary,GLD-1 RNA inh
CCOc1ccc(N(Cc2cc3ccc(C)cc3[nH]c2=O)S(C)(=O)=O)cc1,3,113,99,1,117,3.7,0,5,-3
Cc1ccccc1NC(=O)CSc1cn[nH]n1,6,95,94,-1,100,-0.2,0,3,2
CN(CCNC(=O)Cn1c(=O)sc2ccccc21)Cc1ccccc1,2,105,103,0,91,-2.0,0,-5,3
N/C(=N\c1nc(CSc2nc3ccccc3s2)cc(=O)[nH]1)Nc1ccc(F)cc1,3,107,79,6,95,-2.9,0,7,0
Cc1ccccc1NC(=O)N1CCCC1C(=O)NCc1ccccc1 (stereo not given),2,100,113,-1,91,-0.6,0,1,4
Cc1c(C(=O)Nc2nccs2)oc2ccc(F)cc12,3,107,93,7,104,x,0,6,3
CN(C)S(=O)(=O)c1ccc(NC(=S)NC(=O)c2cccs2)cc1,12,110,110,5,94,1.9,0,8,7
COc1cc(CCCN[C@H](CN)Cc2ccccc2)cc(OC)c1OC,3,97,98,10,97,x,0,1,1
CCOC(=O)/C=C1\Nc2ccccc2SC1=O,-2,92,x,15,88,0.6,2,5,1
O=C(c1ccco1)N1CCN(c2c([N+](=O)[O-])nn(-c3ccc(Cl)cc3)[n+]2[O-])CC1,6,101,89,-1,98,-2.5,0,-7,3
Cc1cc(NC(=O)CSc2nc(-c3ccco3)cc(C(F)(F)F)n2)n(-c2ccccc2)n1,5,100,98,-4,99,-0.9,0,10,6
COc1ccccc1NC(=O)CCCN1C(=O)C2CC=CCC2C1=O (stereo not given),0,89,x,7,113,0.6,8,-3,7
COc1ccc(CCNC(=O)CNC(=O)c2ccco2)cc1,5,90,89,0,91,1.9,1,9,5
CCOc1cc(C2NC(=O)NC(C)=C2C(=O)OC(C)CC)cc(Br)c1O (stereo not given),3,97,x,3,91,1.1,0,6,3
Cc1ccc(NC(=O)C2CCN(S(=O)(=O)c3ccccc3)CC2)cc1,3,98,94,6,97,0.5,3,2,1
COc1cc(/C=N\NC(=O)c2ccc(C)nc2)ccc1OC(=O)c1ccco1,2,103,107,-5,92,-0.3,0,8,-7
COc1cc(NC(=S)N2CCN(S(C)(=O)=O)CC2)cc(OC)c1,x,94,93,7,75,x,0,x,x
CC(=O)N1CCc2cc(C(=O)CN3CCN(c4ccccc4F)CC3)ccc21,3,103,103,16,100,-0.1,0,0,-3
Cc1cccc(N2C(=O)CC(n3ccnc3)C2=O)c1C (stereo not given),7,102,99,-7,91,-0.4,0,6,7
Cc1cc(NC(=O)CSc2nc(C(C)(C)C)nc3ccccc23)no1,1,99,100,23,109,1.7,0,-1,0
COn1c(SCc2ccccc2)nc2ccccc2c1=O,3,97,95,11,95,0.3,0,4,-4
CC1(C)OC(=O)C(=CNc2ncccn2)C(=O)O1,3,117,104,13,100,6.3,1,5,-4
CC1CN(c2ccc([N+](=O)[O-])cc2F)CCN1C(=O)c1ccco1 (stereo not given),1,81,88,-4,104,-2.4,1,4,-3
O=C(C[n+]1cnn(CC(=O)c2ccc(Cl)cc2Cl)c1)c1ccc([N+](=O)[O-])cc1,5,106,104,-5,70,1.5,59*,-4,3
O=C(Nc1cccc(S(=O)(=O)N2CCOCC2)c1)C(c1ccccc1)N1CCCCC1 (stereo not given),-1,101,99,6,97,-0.2,2,-3,7
SMILES,Bcl-xL primary,AGP1-GFP MLPCN,CIT2 TOR yeast,VLA-4 inh,CR mimetic SO,MEX-5 binding,GRK2 aptamer HTS,MCL1 BIM primary,GLD-1 RNA inh
Cc1ccc(C(=O)N/C(=C\c2ccco2)C(=O)NCCN2CCOCC2)cc1,3,97,100,-3,88,0.2,3,1,7
Cc1cc(C(=O)Nc2nc(-c3ccccn3)cs2)ccc1[N+](=O)[O-],-9,98,98,11,148,4.0,2,2,6
O=C1CN2C(=N1)N(Cc1ccccc1)c1ccccc12,-1,97,94,29,107,0.9,0,4,9
O=C(CCn1c(=S)[nH]c2ccccc2c1=O)N1CCOCC1,2,108,107,-3,103,0.1,0,4,-2
Cc1ccc2[nH]c3c(NCCCN4CCCC4=O)ncnc3c2c1,5,98,100,-2,96,-3.0,2,0,10
O=C1N(c2ccccc2C(F)(F)F)O[C@@]1(c1ccccc1)C1CCCCC1,2,56,85,22,86,x,15,-1,5
Cc1c(C=O)c(=O)n(-c2ccccc2)n1C,-1,106,102,3,101,-0.4,5,2,0
O=c1[nH]c(=O)n(CCc2ccc(F)cc2)c(O)c1C=NCc1ccc2c(c1)OCO2,4,99,103,0,101,-3.4,0,2,3
O=C(N/N=C/C1CC=CCC1)c1ccc(O)cc1O (stereo not given),10,101,88,21,87,5.6,0,28,1
C=CCN1CCN(C(c2cc(OC)ccc2OC)c2nnnn2CC2CCCO2)CC1 (stereo not given),7,90,96,-6,100,1.4,0,10,5
CCOC(=O)c1sc(NC(=S)NC(=O)c2cccc(Cl)c2)c(C(=O)OCC)c1C,4,107,107,-16,92,-0.5,1,6,5
Cc1c(C2Nc3ccccc3NC3=C2C(=O)CC(C)(C)C3)cnn1C (stereo not given),16,97,104,-26,102,-5.3,2,15,11
S=C(NCc1ccc(Cl)cc1)NN1CCOCC1,9,104,94,2,97,0.3,2,9,1
COc1ccc(CC(=O)NNC(=O)COc2ccc(Cl)cc2C)cc1S(=O)(=O)N1CCOCC1,1,102,102,-8,65*,x,6,0,8
COCCN=C1NN=C(c2cc(C)n(CC3CCCO3)c2C)CS1 (stereo not given),4,102,99,0,93,0.5,0,6,-7
Cc1cccc2sc(NC(=O)C3CSC4(C)CCC(=O)N34)nc12 (stereo not given),7,96,103,4,111,-0.3,0,6,1
COc1ccc(C(CC(=O)O)N2C(=O)CCC2=O)cc1 (stereo not given),3,106,99,9,81,-1.4,0,4,5
CC(O)CO (stereo not given),5,97,94,20,82,x,0,-2,-1
Cc1cc(C)c(S(=O)(=O)N2CCN(C(=O)C(C)Cn3cncn3)CC2)c(C)c1 (stereo not given),4,105,111,2,98,-0.3,2,2,1
COc1cc(C(=O)N/N=C/c2ccsc2C)cc(OC)c1OC,1,109,104,-10,90,-2.8,0,5,9
COc1cc2ccccc2c2c1CCCC2=O,6,102,94,7,108,1.4,6,9,-6
Nc1nc(Nc2ccccc2)nc(NCc2ccco2)c1[N+](=O)[O-],3,85,89,-2,103,-1.3,10,-1,11
CCCCNC(=O)Cn1cnc2c(cnn2-c2ccc(C)c(C)c2)c1=O,0,100,94,10,115,-1.3,0,5,-1
c1ccc(C2Nc3ccccc3Oc3ccccc32)cc1 (stereo not given),11,95,99,-1,96,-2.4,52*,4,10
CCc1cc2c(=O)[nH]c(N3CCCC3)nc2s1,4,100,108,19,88,3.4,0,10,-3

# 3 entries out of the list, sorted by molecular weight, low to high:
SMILES,Bcl-xL primary,AGP1-GFP MLPCN,CIT2 TOR yeast,VLA-4 inh,CR mimetic SO,MEX-5 binding,GRK2 aptamer HTS,MCL1 BIM primary,GLD-1 RNA inh
COc1ccc(C(CC(=O)O)N2C(=O)CCC2=O)cc1 (stereo not given),3,106,99,9,81,-1.4,0,4,5
Cc1ccc2[nH]c3c(NCCCN4CCCC4=O)ncnc3c2c1,5,98,100,-2,96,-3.0,2,0,10
CCCCNC(=O)Cn1cnc2c(cnn2-c2ccc(C)c(C)c2)c1=O,0,100,94,10,115,-1.3,0,5,-1

# (more compounds)
SMILES,Bcl-xL primary,AGP1-GFP MLPCN,CIT2 TOR yeast,VLA-4 inh,CR mimetic SO,MEX-5 binding,GRK2 aptamer HTS,MCL1 BIM primary,GLD-1 RNA inh
COc1cccc(CNc2ncc(-c3ccccc3)n2C)c1,4,100,111,-4,88,-0.8,0,3,-2
O=C(NN1CCCCC1)c1cccc(COc2ccc(Cl)cc2)c1,2,98,101,-14,115,-1.2,0,-2,5
O=C(O)CCNc1cc2ccccc2cc1C(=O)O,14,95,84,-5,110,-3.9,5,12,-1
O=C(Nc1ccc(Cl)cc1)N1CCc2ccccc2C1,5,88,76,1,101,-1.5,3,4,9
O=C(CN1C(=O)C2CC=CCC2C1=O)Nc1ccc(OC(F)(F)F)cc1 (stereo not given),0,97,103,-69,100,x,1,6,1
Cc1cc(C)n2nc(SCC(=O)N3CCCC(C)C3)nc2n1 (stereo not given),x,97,100,7,109,x,0,x,-3
Cc1c(/C(O)=C2/C(=O)C(=O)N(Cc3cccnc3)C2c2cccs2)cnn1-c1ccccc1 (stereo not given),6,92,95,2,109,-2.1,0,7,3
CCc1ccc(CNC(=O)CCS(=O)(=O)Cc2ccc(C)cc2)cc1,1,101,95,15,138,-2.8,8,-5,4
CC(C)N(Cc1ccccc1)C(=O)CC(=O)N(Cc1ccccc1)C(C)C,3,109,109,-4,93,-2.5,0,2,-3
CCCCC(=O)Nc1ccc(S(=O)(=O)N2CCCCC2c2cccnc2)cc1 (stereo not given),1,109,101,14,99,4.0,2,1,0

# Limited to VLA-4 inh, for seven of the compounds above:
SMILES	VLA-4 inh
Cc1cc(C)n2nc(SCC(=O)N3CCCC(C)C3)nc2n1 (stereo not given)	7
CC1CN(c2ccc([N+](=O)[O-])cc2F)CCN1C(=O)c1ccco1 (stereo not given)	-4
COn1c(SCc2ccccc2)nc2ccccc2c1=O	11
CC(=O)N1CCc2cc(C(=O)CN3CCN(c4ccccc4F)CC3)ccc21	16
COc1ccc(C(CC(=O)O)N2C(=O)CCC2=O)cc1 (stereo not given)	9
Cc1cc(C)c(S(=O)(=O)N2CCN(C(=O)C(C)Cn3cncn3)CC2)c(C)c1 (stereo not given)	2
COc1cc(CCCN[C@H](CN)Cc2ccccc2)cc(OC)c1OC	10

# Complete entries, quoted from the list. Order of values: Bcl-xL primary, AGP1-GFP MLPCN, CIT2 TOR yeast, VLA-4 inh, CR mimetic SO, MEX-5 binding, GRK2 aptamer HTS, MCL1 BIM primary, GLD-1 RNA inh
# O=C(NN1CCCCC1)c1cccc(COc2ccc(Cl)cc2)c1 reads 2, 98, 101, -14, 115, -1.2, 0, -2, 5
# CCc1ccc(CNC(=O)CCS(=O)(=O)Cc2ccc(C)cc2)cc1 reads 1, 101, 95, 15, 138, -2.8, 8, -5, 4
# O=C(CN1C(=O)C2CC=CCC2C1=O)Nc1ccc(OC(F)(F)F)cc1 (stereo not given) reads 0, 97, 103, -69, 100, x, 1, 6, 1
# O=C(O)CCNc1cc2ccccc2cc1C(=O)O reads 14, 95, 84, -5, 110, -3.9, 5, 12, -1
# Cc1c(/C(O)=C2/C(=O)C(=O)N(Cc3cccnc3)C2c2cccs2)cnn1-c1ccccc1 (stereo not given) reads 6, 92, 95, 2, 109, -2.1, 0, 7, 3

# Compound activity (PubChem BioAssay)

# Hits appear at their usual frequency; 2.1% or so of the library scored in one or more.
